MLL CXXC-DNA inh = MLL CXXC-DNA interaction inhibition; Q03164; AID 2662; 290,000 compounds, 0.037% hits; Potency, µM (top dose mostly 115 µM), for the others: at the top dose activity change, negative = inhibition, actives largely listed as inhibitors; MLL-CXXC / FITC-HOXA9 DNA fluorescence polarization; active = well fitted inhibition curve with a large enough effect in the polarisation, with a control signal flat, not every such curve was filed as active; inconclusive = small, poorly fitted or top-dose-only effect, or effect the other way, or a change in a side signal; inactive = no such curve, though single readings can be large or run the other way; the % refers to the polarisation; also: potency is read from the fitted curve at half-maximal effect
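Steps: dispense CXXC domain solution (7 uM) → pin compounds or unlabeled HOX-A9 DNA control → 5 min ambient → add FLSN-HOX-A9 solution (50 nM) → spin → 30 min ambient → fluorescence polarization. Tris pH 7.5/NaCl/DTT/BSA buffer.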
BRCA1 expr act = BRCA1 expression activation. MCF7-BRCA1-FFLuc reporter, luminescence, 48 h; response scale: scaled: vehicle 0%, 10 µM genistein 100%. 380,000 compounds, 1.1% hits. Potency, µM (top dose mostly 46.1 µM), for the others: at the highest dose activation, actives largely listed as activators; also: potency is read from the fitted curve at half-maximal effect; nearly all actives have a fitted effect of over 80% in size; some results filed as inactive show a strong effect at the top dose
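Using MCF7 cells harboring a BRCA1 firefly luciferase reporter, plated 2 h before compound pinning, the screen measured luminescence after 48 h incubation. Responses were normalized to DMSO and 10 microM genistein, then fitted for concentration-effect.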
B2AR arrestin = recruits beta-arrestin to the human beta2-adrenergic receptor. P07550. beta-arrestin recruitment to beta2AR, cell-based reporter. Potency, µM (series often up to 46.1 µM), without a hit: at the highest dose activation, hits mostly activators. 330,000 compounds, 0.02% hits. AID 492947;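 also: potency is read from the fitted curve at half-maximal effect; 0% = DMSO controls and full agonism = EC100 isoproterenol or metaproterenol; nearly all actives have a fitted effect of over 65% in size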
p53 reactivation = re-activators of mutant p53; 320,000 compounds, 0.063% hits; AID 504706; Potency, µM (series often up to 92.2 µM), for the others: at the highest dose activity change, positive = activation, hits mostly activators; H1299 p53-A138V BP100-luciferase reporter, luminescence, 24 h; also: potency is read from the fitted curve at half-maximal effect; % of control where 0% means no effect; nearly all actives have a fitted effect of over 45% in size
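p53-null H1299 cells stably carrying temperature-sensitive p53-A138V and a BP100-luciferase reporter were pinned with compounds (4-point, 1:5 series) and held 24 hrs at 37 deg C. Luminescence was read 10 min after detection reagent.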
ELG1 DNA repair = ELG1-dependent DNA repair inhibition; HEK293T ELG1-luciferase reporter, luminescence, 16 h; DNA damage induced by 5-fluorouridine; Potency, µM (series often up to 46.1 µM), inactives show at the highest dose activity change, negative = inhibition, hits mostly inhibitors; 330,000 compounds, 2.3% hits; AID 504467; also: potency is read from the fitted curve at half-maximal effect; % is scaled to controls: 0 for no effect and ±100 for the full control effect; nearly all actives have a fitted effect of over 55% in size
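HEK293T cells expressing luciferase-tagged ELG1 (2,000/well) received 5-Fluorouridine plus compound or DMSO for 16 hr at 37 °C. Luciferase was read by ONE-Glo luminescence after 30 min at room temperature.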
a7 integrin act = integrin-mediated muscular dystrophy alleviation activation; alpha7betagal myoblasts, beta-gal FDG fluorescence, 48 h; Potency, µM (series often up to 38.3 µM), inactives show at the highest dose activation, hits mostly activators; 350,000 compounds, 0.064% hits; AID 624291;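 also: potency is read from the fitted curve at half-maximal effect; 100% = response of the positive control SU9516; nearly all actives have a fitted effect of over 60% in size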
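alpha7betagal+/- myoblasts (passage 13, 250/well) treated 48 h at 37C with compounds at 1:260 dilution of DMSO stock. Lysed, then beta-galactosidase activity read as FDG fluorescence (ex 480/em 540) after 30 min, with pre-read for autofluorescence.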
TCR act = activates T cell receptor signaling | primary human leukocytes, anti-CD3, IL-2 HTRF, 48 h | Potency, µM (top dose mostly 9.22 µM), for the others: at the top dose activation of IL-2 secretion, hits mostly activators | 330,000 tested, under 10 active | AID 504894; also: % of control where 0% means no effect
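Activity was scored as IL-2 release from primary human leukocytes given only a TCR signal (a-CD3 beads) plus compound for 48 hr. Detection used a two-antibody HTRF format read at 665nm.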
AT treatment = potential ataxia-telangiectasia treatment; […] A-T fibroblasts, KAP-1 phosphorylation AlphaLISA; neocarzinostatin DNA damage 30 min before lysis; Potency, µM (doses to about 57.5 µM), for the others: top-dose activation, actives largely listed as activators; 320,000 compounds, 0.19% hits; AID 485349; also: potency is read from the fitted curve at half-maximal effect; % of control where 0% means no effect; nearly all actives have a fitted effect of over 45% in size
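ATM-like activity read as KAP-1 phosphorylation via AlphaLISA donor/acceptor antibody pairs after lysis and 6 hr at 25C. Cells were ATM-null patient fibroblasts ([…], hTERT), dosed 60 min, then exposed to the DSB inducer NCS for 30 min.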
TRPV1 ag = agonists of human vanilloid receptor 1 (TRPV1) | Q8NER1 | TRPV1-expressing cells, Fluo-8 calcium influx, agonist mode | activation, % at 8.33 µM | 320,000 compounds, 0.19% hits | AID 540275; in the data active = activation above about 80%; inconclusive = between about 30% and that limit; also: 0% is about no effect
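Fluo-8 calcium influx in TRPV1-expressing cells, kinetic read (ex 480/em 520 nm). Compound added and read 3 min for agonist activity, followed by capsaicin at EC20 final and 2 min further read for enhancement.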
PTAP TSG101 blk = blocks PTAP/TSG101 interaction to inhibit HIV-1 budding. Q99816. Fluorescence polarization, FITC-PTAP peptide / Tsg101 binding. Potency, µM (doses to about 115 µM), inactives show at the top dose activity change, negative = inhibition, actives largely listed as inhibitors. 340,000 tested, under 10 active; active = well fitted inhibition curve with a large enough effect in the main read-out, with a control signal flat, not every such curve was filed as active; inconclusive = small, poorly fitted or top-dose-only effect, or effect the other way, or a change in a side signal; inactive = no such curve, though single readings can be large or run the other way; also: potency is read from the fitted curve at half-maximal effect; % of control where 0% means no effect
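Steps: Tsg101 binding domain dispensed (10 uM final), compounds pinned in DMSO, FITC-labeled PTAP-motif peptide added (50 nM final); after 20 min binding at room temperature, polarization measured.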
Starred values were filed as active, the others as inactive; u = inconclusive; x = not tested or not shown; [ ] = remark or other dose. Unless noted, calls follow the shape of the dose curve; as a rule, active = well fitted curve in the direction sought with a large enough effect; inconclusive = small, poorly fitted or top-dose-only effect, or another doubt; inactive = no such curve, though single readings can be large; an effect the other way counts as inactive or inconclusive.

SMILES	MLL CXXC-DNA inh	BRCA1 expr act	B2AR arrestin	p53 reactivation	ELG1 DNA repair	a7 integrin act	TCR act	AT treatment	TRPV1 ag	PTAP TSG101 blk
Cc1ccc(Cl)c(OCC(=O)Nc2ccccc2N2CCCCC2)c1	x	-46%	-0.2%	1%	-4%	11%	4%	15%	u	0%
CCOc1ccc(NC(=O)CN(C)C(=O)c2ccc(-c3ccc(C(C)=O)cc3)o2)cc1OCC	x	u	4.1%	11%	9%	0%	-2%	-3%	-2	-2%
CC(C)C(=O)N1CCN(S(=O)(=O)c2ccc3ccccc3c2)CC1	4%	-19%	-0.2%	3%	u	-21%	9%	-3%	5	2%
O=C1N(c2ccc(Cl)c(Cl)c2)CN(Cc2ccccc2)CN1n1cnnc1	2%	10%	0.4%	-6%	-3%	u	8%	-2%	3	-6%
COC(=O)C1=C(C)NC(=O)CC1c1ccccc1OC (configuration not stated)	-2%	4%	-0.7%	-1%	9%	17%	3%	3%	0	-6%
Cc1nn2c(N3CCN(c4ccccn4)CC3)cc(C(C)C)nc2c1-c1ccccc1	-7%	-3%	0.0%	4%	u	-6%	-7%	2%	28	-9%
Nc1nc(-c2ccc3ccccc3c2)c(C2(O)C(=O)Nc3c(Br)cc(F)cc32)s1 (configuration not stated)	0%	-25%	0.0%	-7%	-1%	16%	-7%	0%	-1	-5%
NNC(=O)CNC(=O)c1cccc(Br)c1	11%	-2%	2.7%	-4%	3%	14%	-2%	-2%	-3	1%
c1ccc(-c2ccc3c(c2)NCCN3)cc1	6%	64%	0.2%	15%	24%	3%	4%	3%	5	0%
Cc1cc(Cl)ccc1NC(=S)NCc1ccccc1	3%	2%	0.2%	-1%	10%	33%	0%	4%	u	-7%

Four entries picked at random from the list so far:
SMILES	MLL CXXC-DNA inh	BRCA1 expr act	B2AR arrestin	p53 reactivation	ELG1 DNA repair	a7 integrin act	TCR act	AT treatment	TRPV1 ag	PTAP TSG101 blk
CC(C)C(=O)N1CCN(S(=O)(=O)c2ccc3ccccc3c2)CC1	4%	-19%	-0.2%	3%	u	-21%	9%	-3%	5	2%
Nc1nc(-c2ccc3ccccc3c2)c(C2(O)C(=O)Nc3c(Br)cc(F)cc32)s1 (configuration not stated)	0%	-25%	0.0%	-7%	-1%	16%	-7%	0%	-1	-5%
COC(=O)C1=C(C)NC(=O)CC1c1ccccc1OC (configuration not stated)	-2%	4%	-0.7%	-1%	9%	17%	3%	3%	0	-6%
Cc1ccc(Cl)c(OCC(=O)Nc2ccccc2N2CCCCC2)c1	x	-46%	-0.2%	1%	-4%	11%	4%	15%	u	0%

More compounds
SMILES	MLL CXXC-DNA inh	BRCA1 expr act	B2AR arrestin	p53 reactivation	ELG1 DNA repair	a7 integrin act	TCR act	AT treatment	TRPV1 ag	PTAP TSG101 blk
CC1CC(C)(C)N(C(=O)CSc2ccc(-c3ccc(F)cc3)nn2)c2ccccc21 (configuration not stated)	13%	-42%	0.0%	0%	u	-25%	1%	-3%	19	-5%
O=C(NC1(O)C(=O)c2ccccc2C1=O)c1ccccc1	5%	-15%	0.0%	27%	-14%	-24%	4%	3%	1	0%
O=C(NCc1ccc(F)cc1)C1CCCN1S(=O)(=O)c1ccccc1C(F)(F)F (configuration not stated)	x	-5%	-0.2%	-2%	7%	-13%	-6%	2%	8	-1%
C=CCc1ccc(OCCOCCNCCCC)c(OC)c1	-3%	-19%	0.2%	-7%	11%	-58%[inhibitor]	-3%	0%	5	0%
O=C(NCCCn1cccn1)C1CCC(=O)N(Cc2ccccc2F)C1 (configuration not stated)	-11%	-15%	-0.1%	-3%	3%	-16%	-12%	-1%	0	-3%
Cc1cc(C)c(-c2csc(Cc3nc(-c4cc5ccccc5oc4=O)cs3)n2)cc1C	-4%	-35%	-0.6%	9%	u	-32%	-1%[46.1 µM]	-6%	2	1%
Cc1cc(C)nc(SC2CC(=O)N(c3ccc(C)c(C)c3)C2=O)n1 (configuration not stated)	-5%	-29%	-1.7%	-52%[inhibitor]	-2%	0%	x	8%	1	-2%
COc1ccc2cc3cc(C(=O)Nc4ccc5c(c4)OCO5)oc3nc2c1	16%	-25%	0.0%	0%	0%	-6%	-3%	2%	2	-3%
O=C(C1CC(=O)N(c2ccc3c(c2)OCCO3)C1)N1CCN(c2ccccc2)CC1 (configuration not stated)	1%	-14%	0.4%	-1%	-12%	11%	8%	-1%	-1	-2%
CN(C)S(=O)(=O)c1ccc(C(=O)NCC(=O)N/N=C/c2ccco2)cc1	-6%	9%	0.1%	0%	2%	13%	-11%	-1%	0	-6%
Cn1c(-c2cccc([N+](=O)[O-])c2)cnc1NCc1cccc([N+](=O)[O-])c1	11%	9%	-1.2%	-3%	-9%	4%	8%	1%	-13	-2%
CC1(c2nnc(Cc3ccccc3)o2)CC(c2ccccc2F)=NO1 (configuration not stated)	x	0%	-1.7%	-1%	18%	-2%	2%	16%	u	-1%
Cc1noc(C)c1COc1ccc(C(=O)N2CCC(C)CC2)cc1	x	-11%	-0.8%	-8%	21%	0%	2%	13%	19	-1%
CCCOc1ccc(C2C(C(=O)OC)=CN(CCOC)C=C2C(=O)OC)cc1	-4%	-4%	-0.3%	-5%	8%	16%	-3%	u	18	-2%
Cc1onc(C(=O)NCCc2ccccc2)c1[N+](=O)[O-]	2%	12%	0.0%	29%	22%	-3%	9%	5%	u	-3%
Cc1ccc(NC(=O)CCS(=O)(=O)c2cc3c(cc2Cl)NC(=O)CO3)cc1	0%	-9%	0.0%	4%	5%	u	5%	-1%	1	-3%
CC1=C(C(=O)Nc2ccccc2)C(c2cccnc2)n2nc(-c3cccnc3)nc2N1 (configuration not stated)	-2%	-24%	-0.9%	1%	-7%	-18%	5%	-3%	-2	-3%
O=C(Oc1cc(=O)oc2c1c(=O)n1c3c(cccc23)CC1)c1ccccc1	u	2%	-0.5%	2%	u	2%	2%	-6%	-7	-5%
Cc1ccc(NC(=O)NCc2nc3ccccc3n2C)cc1	6%	-12%	-0.6%	-4%	u	4.5µM*	4%	7%	0	-2%
Cc1noc(C)c1C(=O)OC(C(=O)NC1CCCC1)c1ccc(F)cc1 (configuration not stated)	-12%	-6%	-0.8%	-29%	1%	-5%	-2%	-3%	-1	-3%
COc1ccccc1-c1nnc(NC(=O)C(C)C)s1	0%	-27%	0.1%	8%	u	-7%	-1%	0%	-5	1%
COC(=O)Cn1ncc(N2C3CC(CC(C)(C)C3)C2C)c(Cl)c1=O (configuration not stated)	15%	0%	-0.7%	-18%	-1%	7%	5%[46.1 µM]	-2%	5	0%
N#C/C(=C(/O)c1ccc(F)cc1)c1nc2ccccc2s1	0%	-57%	-0.1%	3%	-7%	-24%	-2%	2%	0	-6%
c1nc(N2CCOCC2)c2c3c(sc2n1)CCCC3	4%	0%	-0.2%	-5%	u	36%[7.66 µM]	6%	4%	1	5%
Cc1cccc(/C=N/NC(=O)c2cc3c(s2)-c2ccccc2CC3)c1	1%	-77%[inhibitor]	0.0%	1%	u	-18%	-3%	12%	2	-10%
OC(CN1CCN(c2cccc(C(F)(F)F)c2)CC1)c1c[nH]c2ccccc12 (configuration not stated)	-5%	-40%	-0.4%	-7%	-28%	-27%	3%	10%	11	-13%
COc1cc2nc(SCC(=O)NCc3ccco3)n(Cc3ccc(Cl)cc3)c(=O)c2cc1OC	-3%	-36%	0.0%	-10%	-22%	-15%	4%[46.1 µM]	-3%	2	-3%
COc1ccccc1NS(=O)(=O)c1cc2c(cc1C)NC(=O)CO2	x	-10%	-0.1%	5%	26%	-14%	-22%	3%	2	-7%
C(=N\n1cnnc1)/c1cccs1	1%	2%	0.0%	-7%	8%	-5%	x	1%	1	-3%
CC(C)CCNCC(=O)NC(c1ccccc1)c1ccccc1	8%	-4%	0.4%	-10%	-17%	21%	3%	5%	15	0%
Cc1ccc(S(=O)(=O)N2CCN(S(C)(=O)=O)CC2)cc1	x	-2%	x	x	x	-14%	-2%	x	x	-3%
O=C(CNC(=O)c1ccccc1)OCC(=O)c1ccccc1Cl	-16%	-2%	-0.2%	-2%	17%	6%	1%	-1%	3	-6%
Nc1c(C(=O)C2CC2)sc2nc3c(cc12)CCC3	3%	u	-0.2%	17%	u	u	10%	2%	18	-3%
C=C(C)C(=O)N1CC2(CC(c3cccc(NC(=O)/C=C\C=C/C)c3)=NO2)C[C@H]1C(N)=O (some centres not stated)	5%	8%	2.6%	4%	u	-31%[inhibitor]	0%	3%	-2	-2%
CCN1CCN(C(=O)CCNC(=O)Cn2cnc3ccccc3c2=O)CC1	3%	0%	-0.2%	2%	13%	4%	8%	-1%	-2	1%
NC(=O)COc1ccccc1	-7%	10%	-0.8%	9%	-10%	15%	0%	5%	-1	-4%
CCOc1cccc2sc(N(CCCN(C)C)C(=O)c3ccc(S(=O)(=O)N4CCCCCC4)cc3)nc12	u	-44%	-0.8%	u	-12%	-34%	3%	3%	9	1%
CCOc1ccccc1NC(=O)C1CCCN(S(=O)(=O)c2ccc(OC)c(C)c2)C1 (configuration not stated)	1%	-25%	-0.1%	-1%	u	4%	0%	8%	3	-4%

Compound activity (PubChem BioAssay)
